From PubChem BioAssay
MK inhibit – blocks S. pneumoniae mevalonate kinase; purified MK, PK/LDH-coupled NADH absorbance 340 nm; inhibition, % at 10 µM; 65,000 tested, 0.48% active;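 active means ranked among the strongest by inhibition in the single 10 µM screen, a fixed top-ranked set picked for dose follow-up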; further: no value below 0 was filed
Spn PMK inh – S. pneumoniae PMK inhibition; purified PMK, PK/LDH-coupled NADH absorbance 340 nm; inhibition, % at 10 µM; 65,000 tested, 0.49% active;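 active means top-ranked compounds by inhibition in the single 10 µM screen, taking a fixed number of the strongest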;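 further: 0% = full reaction with DMSO carrier and 100% = background rate without enzyme reaction; no value below 0 was filed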
Bfl-1 displacement – displacement of Bid BH3 peptide from Bfl-1 – biochemical, fluorescence polarization, FITC-Bid, mouse, primary screen (AID 432); FITC-Bid BH3 peptide fluorescence polarization displacement; higher % means a stronger effect; displacement, % at 20 µM; hits with a dose series show IC50 in µM; 64,000 tested, 0.02% active; in the data active means a potency from the dose series; inactive means the rest, 99 in 100 with displacement below about 15%; further: strong numbers were not always called active
TNAP inhibition – human TNAP enzyme inhibitors, biochemical, luminescent (AID 518). 64,000 tested, 0.09% active. purified TNAP enzyme, luminescent substrate readout; higher % means a stronger effect. inhibition, % at 20 µM; hits with a dose series show IC50 in µM; in the data active means a potency from the dose series; inactive means the rest, 99 in 100 with inhibition below about 22%;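 further: plate controls were vehicle for no effect and reference inhibitor for full effect; many of its hits are not listed in these tables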
DPM-DC inhibit – blocks S. pneumoniae diphosphomevalonate decarboxylase; purified DPM-DC, PK/LDH coupled NADH fluorescence; calls only at 10 µM; 65,000 tested, 0.49% active; AID 556;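 active means the 320 compounds with the highest percent inhibition in the single-dose primary screen, excluding strongly autofluorescent ones, cut at about 32% in these data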;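 further: kinetic rate of NADH fluorescence loss reporting ADP formed by the decarboxylase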
HT1080 cytotoxicity – cytotoxicity in HT1080 fibrosarcoma cells, cell-based, fluorescence readout (AID 620); HT1080 viability, fluorescence; higher % means a stronger effect; 87,000 tested, 0.42% active; one-dose cytotoxicity, % at 10 µM; EC50 in µM for titrated hits;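 further: cells exposed to compound overnight then 4 h with Alamar Blue; 0% = vehicle DMSO and 100% = killing control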
LYP phosphatase – LYP phosphatase inhibitors, primary screen, biochemical, DiFMUP fluorescence, recombinant catalytic domain, 10 µM (AID 606); inhibition, % at 10 µM; hits with a dose series show IC50 in µM; 52,000 tested, under 10 active; recombinant LYP catalytic domain, DiFMUP fluorescence; higher % means a stronger effect;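 active means IC50 under 40 µM in the dose-response test; inactive means IC50 of 40 µM or more, or never dose-tested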
HPDE-C7K KRASV12 – viability loss of HPDE-C7K cells – cell-based, fluorescence, HTS, primary screen (AID 431). cytotoxicity, % at 10 µM; hits with a dose series show EC50 in µM. HPDE-C7K KRASV12 cells, Alamar Blue viability, 48 h; higher % means a stronger effect. 63,000 tested, 1.7% active;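 active means compounds whose percent cytotoxicity in the single-dose primary screen, scaled between solvent and toxic-drug controls, exceeds 50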;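 further: 0% = DMSO solvent wells and 100% = doxorubicin-treated wells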
HPDE-C7 cytotoxicity – cytotoxicity in HPDE-C7 cells, cell-based, fluorescence, HTS (AID 430); HPDE-C7 pancreatic duct cells viability, fluorescence; higher % means a stronger effect; one-dose cytotoxicity, % at 10 µM; EC50 in µM for titrated hits; 63,000 tested, 1.8% active;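 further: cells exposed to compound for 48 hours before viability readout; 0% = vehicle and 100% = reference cytotoxic drug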
Spn PMK inh pilot replicates – recorded beside Spn PMK inh, whose call it bears; inhibition, %; measured here: pilot screen replicates
MK inhibit pilot replicates – recorded beside MK inhibit, whose call it bears; inhibition, %; measured here: pilot screen replicates
DPM-DC inhibit pilot screen % – recorded beside DPM-DC inhibit, whose call it bears; inhibition, %; measured here: pilot screen trials
An asterisk follows results filed as active; i = inactive; x = no result given. Unless noted, no stated cut-off is given here; in the data, active means cytotoxicity above about 50%; inactive means the rest.

Results follow in this order: MK inhibit	MK inhibit pilot replicates	Spn PMK inh	Spn PMK inh pilot replicates	Bfl-1 displacement	TNAP inhibition	DPM-DC inhibit	DPM-DC inhibit pilot screen %	HT1080 cytotoxicity	LYP phosphatase	HPDE-C7K KRASV12	HPDE-C7 cytotoxicity
> COc1ccc(CC(=O)Nc2nc3ccccc3s2)cc1S(=O)(=O)N1CCOCC1
  0	x	9	x	6%	8%	i	x	-2%	x	4%	8%
> COc1ccc(C(CNC(=O)c2cc(=O)[nH]c3ccccc23)N2CCCC2)cc1 (stereo not drawn)
  6	x	9	x	2%	11%	i	x	-6%	x	12%	-2%
> CCOC(=O)C1=C(C)N(CCO)C(=O)NC1c1cccc(O)c1 (stereo not drawn)
  0	x	8	x	-12%	3%	i	x	-4%	x	-19%	-22%
> O=C(CN1CCN(Cc2ccccc2Cl)C1=O)NCC1CCCO1 (stereo not drawn)
  7	x	7	x	-2%	9%	i	x	-6%	10%	-7%	-8%
> CCCN1C(=O)CC(c2ccco2)Sc2ccccc21 (stereo not drawn)
  1	x	2	x	-8%	-1%	i	x	39%	4%	-17%	-28%
> O=C(c1ccc(-c2ccccc2)cc1)N1CCN(c2nc3ccccc3o2)CC1
  4	x	3	x	-7%	-4%	i	x	-6%	-8%	-1%	15%
> O=C(CSc1ccc(-c2ccccc2)nn1)N1CCOCC1
  0	0.0	13	0.0	4%	7%	i	0.0	-7%	x	-20%	-16%
> CC1(C)Oc2ccc(C(=O)N3CCOCC3)cc2N(CC(=O)N2CCOCC2)C1=O
  0	x	15	x	-5%	12%	i	x	16%	6%	-14%	-12%
> CC1(C(=O)NC2CCCCC2)CCC(=O)N1Cc1cccs1 (stereo not drawn)
  2	3.0	0	0.0	-4%	11%	i	0.0	1%	-1%	8%	1%
> O=C(NCCO)c1cccc(S(=O)(=O)N2CCCCC2)c1
  5	x	15	x	-3%	6%	i	x	-3%	1%	-40%	-48%
> Cc1cccc(Nc2ncnc3nc[nH]c23)c1C
  3	x	9	x	0%	-13%	i	x	1%	-5%	-2%	-6%
> CCn1c(SCC(=O)N2c3ccccc3Sc3ccccc32)nc2c1c(=O)n(C)c(=O)n2C
  4	x	13	x	5%	6%	i	x	5%	15%	7%	3%
> O=C(CCNS(=O)(=O)c1ccc(Cl)cc1)NCc1ccccn1
  0	0.0	19	4.0	4%	2%	i	3.0	1%	16%	-1%	-33%
> Cc1ccc(NC(=O)CSc2nnc(-c3ccccn3)n2C)cc1
  9	0.0	3	1.5	-8%	15%	i	1.0	-1%	5%	-2%	3%
> COc1ccc(NC(=O)Nc2ccc3c(c2)N(C)C(=O)CS3)cc1OC
  3	x	8	x	-1%	-1%	i	x	-5%	4%	3%	-8%
> Cc1cnc(C(=O)OCC(=O)Nc2oc(-c3ccccc3)c(-c3ccccc3)c2C#N)cn1
  0	x	11	x	-2%	8%	i	x	8%	0%	42%	32%
> O=C(CN1CCN(c2nc(-c3ccc(F)cc3)cs2)CC1)Nc1ccc2c(c1)OCO2
  18	x	1	x	-3%	8%	i	x	2%	x	10%	-2%
> Cc1csc2nc(CCNS(=O)(=O)c3cccs3)cn12
  16	x	3	x	4%	-6%	i	x	-2%	-3%	-3%	10%
> CCOc1ccc(/C(O)=C2\C(=O)C(=O)N(CCN(C)C)C2c2cc(OC)ccc2OC)cc1Cl (stereo not drawn)
  9	x	7	x	-1%	2%	i	x	0%	10%	-2%	3%
> CCCCOc1ccccc1C(=O)NCCCC(=O)O
  9	0.0	5	1.0	0%	14%	i	0.0	0%	9%	-6%	-9%
> O=C(CC1CCCCC1)NC1CCCC1
  8	x	0	x	-4%	1%	i	x	4%	4%	-1%	-1%
> O=c1nc2s/c(=C\c3ccco3)c(=O)n2nc1Cc1ccc(F)cc1
  7	x	9	x	17%	20%	i	x	-10%	12%	8%	10%
> CCOC(=O)c1c(C)c(C(=O)NCc2ccc3c(c2)OCO3)c(C)n1CC
  5	x	6	x	-1%	7%	i	x	0%	x	-2%	-2%
> COc1ccc(C(=O)CSc2nn3c(=O)c(C(C)(C)C)nnc3s2)cc1
  11	x	3	x	-9%	14%	i	x	-9%	-3%	7%	-9%
> O=S(=O)(N1CCCCCC1)N1CCN(S(=O)(=O)N2CCOCC2)CC1
  7	x	3	x	-3%	0%	i	x	9%	3%	-3%	1%
> COC(=O)c1cc(COC(=O)c2ccc3ccccc3n2)oc1C
  5	x	14	x	-6%	2%	i	x	-4%	5%	8%	2%
> O=C(NC1CCCCC1NC(=O)c1ccco1)c1ccco1 (stereo not drawn)
  8	4.0	11	1.5	3%	3%	i	2.0	6%	2%	-9%	-9%
> Cc1cc(NC(=O)c2ccccc2-c2ccccc2C(=O)O)no1
  1	x	20	x	-4%	-1%	i	x	0%	x	-1%	6%
> c1cnc2c(SCc3ccc(-c4nnco4)cc3)cccc2c1
  0	0.0	6	1.0	2%	23%	x	x	-1%	-8%	13%	3%
> CC1Cc2ccccc2N1S(=O)(=O)c1cccc(C(=O)OCC(=O)NC2CCS(=O)(=O)C2)c1 (stereo not drawn)
  9	0.0	0	1.0	-1%	10%	i	3.5	5%	x	22%	6%
> CC12CCC(C(=O)N3CCN(c4ccccc4)CC3)(CC1=O)C2(C)C (stereo not drawn)
  8	x	9	x	-7%	5%	i	x	4%	1%	x	x
> Cc1oc2c(CN3CCCC3)c(O)ccc2c(=O)c1-c1ccccc1
  9	1.0	17	3.0	1%	13%	x	x	3%	4%	8%	2%
> O=C(C1=C(O)C(=O)N(c2ncccn2)C1c1ccc(Cl)c(Cl)c1)c1ccco1 (stereo not drawn)
  1	x	8	x	9%	19%	i	x	-7%	x	12%	8%
> CCOC(=O)c1c2n(c3ccc(O)cc13)CCC2
  8	x	0	x	x	x	i	x	12%	2%	x	x
> COC(=O)CNC(=O)c1ccc2c(c1)S(=O)(=O)c1ccccc1C2=O
  2	x	11	x	-11%	14%	i	x	-4%	-8%	2%	0%
> Cc1cccc(NC(=O)CSc2nnc(-c3cc(C)n(-c4ccccc4)c3C)o2)c1C
  1	3.0	13	2.5	4%	13%	i	3.0	-7%	8%	28%	31%
> COc1ccc(OC)c(S(=O)(=O)N2CCc3ccccc32)c1
  0	x	17	x	-9%	1%	i	x	17%	5%	18%	12%
> CCOC(=O)c1c(N)sc2c1CCCC2
  8	x	4	x	-7%	14%	i	x	-4%	9%	5%	9%
> CCOC(=O)CC(Nc1nc(N2CCOCC2)nc(N2CCOCC2)n1)c1ccccc1Cl (stereo not drawn)
  7	x	15	x	-10%	17%	i	x	2%	0%	-1%	6%
> CC(CCc1ccco1)NC(=O)Nc1cccc(F)c1 (stereo not drawn)
  11	x	18	x	-3%	11%	i	x	2%	3%	-36%	-8%
> CCCCNc1nc2c(c(=O)n(C)c(=O)n2C)n1CCC
  4	x	26*	x	4%	10%	i	x	x	14%	-4%	1%
> Cc1noc(C)c1S(=O)(=O)NCCN1CCN(c2ccccc2)CC1
  0	8.5	6	2.5	-2%	6%	i	0.0	0%	x	-10%	-18%
> CC(C)(C)c1ccccc1OCC(=O)NCCC(=O)O
  10	x	9	x	-2%	8%	i	x	5%	-7%	-7%	-12%
> CCOC(=O)c1[nH]c(C)c(C(=O)NCc2cccnc2)c1C
  4	x	2	x	-1%	9%	i	x	3%	3%	2%	-6%
> COc1ccc(CC(=O)OCn2nnc3ccccc3c2=O)cc1
  4	0.0	0	0.0	3%	13%	i	0.0	1%	2%	0%	-4%
> CC(C)COP(=O)(c1ccc(N(C)C)cc1)C(O)c1ccncc1 (stereo not drawn)
  1	x	12	x	-12%	11%	i	x	16%	x	-5%	-9%
> O=C1C=C(NCC2CCCO2)CC(c2ccccc2)C1 (stereo not drawn)
  6	x	0	x	0%	-1%	i	x	1%	4%	0%	-6%
> COc1ccccc1N1CCN(C(=O)c2cc(-c3ccc(Cl)c(Cl)c3)on2)CC1
  0	0.0	19	0.0	2%	26%	i	1.0	7%	7%	-7%	6%
> CCOC(=O)CNC(=O)CSc1ncnc2c1cnn2-c1ccccc1
  3	2.0	6	3.0	6%	2%	i	2.5	-2%	2%	-5%	0%
> CC(=O)Nc1cc(NC(C)=O)cc(C(=O)OCC(=O)N2CC(C)OC(C)C2)c1 (stereo not drawn)
  1	0.0	13	4.0	-8%	4%	i	0.5	4%	1%	-11%	-6%
> O=C(NCCCN1CCCC1=O)NC12CC3CC(CC(C3)C1)C2
  2	x	5	x	-5%	-1%	i	x	6%	-1%	-5%	-17%
> Cc1cccc(-n2nnc(C(=O)Nc3ccc(F)cc3)c2N)c1
  1	x	4	x	1%	12%	i	x	12%	5%	4%	15%
> C/C(N)=C(\C#N)C(=O)NCCc1ccccn1
  10	4.0	11	4.5	6%	6%	i	9.5	1%	-10%	2%	-4%
> Cc1cc(C(=O)CSc2nnc(-c3cccnc3)n2-c2ccccc2F)c(C)n1C
  3	x	9	x	3%	12%	i	x	16%	x	5%	11%
> CCCCCc1nc2c(=O)[nH]c3ccccc3c2o1
  3	x	9	x	-3%	1%	i	x	0%	x	-11%	-15%

Some entries already given, limited to MK inhibit and HPDE-C7K KRASV12.
SMILES | MK inhibit | HPDE-C7K KRASV12
COc1ccccc1N1CCN(C(=O)c2cc(-c3ccc(Cl)c(Cl)c3)on2)CC1 | 0 | -7%
CCOC(=O)CNC(=O)CSc1ncnc2c1cnn2-c1ccccc1 | 3 | -5%
CC(=O)Nc1cc(NC(C)=O)cc(C(=O)OCC(=O)N2CC(C)OC(C)C2)c1 (stereo not drawn) | 1 | -11%
